# Source: PubChem BioAssay
# HEK293 tox = cytotoxicity counter-screen for GLP-1 receptor inverse agonists; HEK293 cAMP-luciferase reporter cells, luminescence, 24 h; actives 0.13% (n = 410,000); AID 624418; Potency, µM (doses to about 38.3 µM), for inactives: at the top dose activity change, negative = inhibition, most hits filed as inhibitors;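 also: loss of luciferase light is scored as toxicity; potency is read from the fitted curve at half-maximal effect; % is scaled to controls: 0 for no effect and ±100 for the full control effect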
#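 Cells in DMEM/10% Nu serum/1% pen-strep, 1536-well format. Pre-incubated 12 h, dosed with 23 nL compound, incubated a further 24 h. Luciferase detection, 12 min at room temp, luminescence.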
# Abeta rescue = compounds reversing amyloid beta toxicity in yeast | AID 1347071 | yeast expressing A-beta42, growth rescue, OD600, 48 h; response scale: 0% DMSO, 100% iron-clioquinol control | actives 0.063% (n = 410,000) | Potency, µM (top dose mostly 46.1 µM), for the others: top-dose growth rescue, most hits filed as activators; also: potency is read from the fitted curve at half-maximal effect; nearly all actives have a fitted effect of over 55% in size
#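 Growth rescue measured by 600 nm absorbance after 48 h yeast culture at 30 C with compound. Values normalized between DMSO and an equimolar ferric chloride plus clioquinol control.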
# GLP-1R inv ag = GLP-1 receptor (human) inverse agonism; HEK293 GLP-1R CRE-luciferase, luminescence, 24 h; GLP-1R form is constitutively active; Potency, µM (titrated, usually from 38.3 µM), inactives show at the highest dose activity change, negative = inhibition, actives largely listed as inhibitors; actives 1.6% (n = 410,000); AID 624417; also: potency is read from the fitted curve at half-maximal effect; % is scaled to controls: 0 for no effect and ±100 for the full control effect; nearly all actives have a fitted effect of over 55% in size
# Target sequence (P43220 whole entry, looked up): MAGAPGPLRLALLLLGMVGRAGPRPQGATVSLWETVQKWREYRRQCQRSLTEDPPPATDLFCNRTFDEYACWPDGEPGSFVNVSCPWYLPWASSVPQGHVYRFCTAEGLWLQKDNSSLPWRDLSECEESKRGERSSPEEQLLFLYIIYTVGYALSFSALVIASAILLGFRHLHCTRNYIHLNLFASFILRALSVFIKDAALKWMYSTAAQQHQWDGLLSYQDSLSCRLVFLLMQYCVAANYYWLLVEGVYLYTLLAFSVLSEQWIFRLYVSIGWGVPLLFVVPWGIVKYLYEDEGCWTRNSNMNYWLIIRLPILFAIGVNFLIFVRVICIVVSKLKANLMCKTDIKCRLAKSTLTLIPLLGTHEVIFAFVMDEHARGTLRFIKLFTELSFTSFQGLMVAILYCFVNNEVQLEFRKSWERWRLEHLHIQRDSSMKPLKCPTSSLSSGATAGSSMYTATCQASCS
#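 HEK293 cells stably co-expressing constitutively active GLP-1R and a cAMP-responsive luciferase reporter were seeded in DMEM with 10% Nu serum, given compounds after 12 h, and incubated 24 h at 37 deg C. Luminescence was then read.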
# Mm-Cpn inhibitor = blocks the Methanococcus maripaludis chaperonin Mm-Cpn. purified Mm-Cpn ATPase, ADP Transcreener TR-FRET. AID 504842. actives 0.031% (n = 330,000). Potency, µM (titrated, usually from 76.9 µM), for the others: at the highest dose activity, negative = inhibition, most hits filed as inhibitors; also: potency is read from the fitted curve at half-maximal effect; % is scaled to controls: 0 for no effect and ±100 for the full control effect; nearly all actives have a fitted effect of over 80% in size
#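 Reaction buffer contained 30 mM Tris pH 7.4, 100 mM KCl, 5 mM MgCl2 and 1 mM DTT. Mm-CPN (25 nM final) hydrolysed 10 uM ATP over 30 min at 37°C; ADP was read by HTRF.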
# Akt phos inh = Akt phosphorylation inhibition | Neuro2A IGF-stimulated pAkt S473 HTRF, 20 min; active compounds read low | activity change, % for hits at 50 µM | actives 0.32% (n = 360,000) | AID 651550; in the data active = activity change below about -80%; inconclusive = mostly about -51% to -80%; also: % is scaled to controls: 0 for no effect and ±100 for the full control effect
#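 Neuro2A cells (4,500/well, DMEM with 0.5% FBS) were treated with compound at a single 50 µM final concentration, stimulated with 6 nM IGF for 20 min at 37 °C, and lysed. Phospho-Akt Ser473 was read by HTRF as 665/615 ratio ×10^4.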
# TDP43 rescue = rescues yeast growth from TDP-43 toxicity; TDP-43 expressing yeast growth rescue, BacTiter-Glo, 24 h; Potency, µM (titrated, usually from 46.1 µM), inactives show at the top dose growth rescue (activation), most hits filed as activators; actives 1.8% (n = 410,000); AID 652104; also: potency is read from the fitted curve at half-maximal effect; % of control where 0% means no effect; nearly all actives have a fitted effect of over 50% in size
#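 Luminescence from BacTiter-Glo reports growth of TDP-43-expressing yeast after 24 hr at 30 deg C with compound. Cells were raffinose-pregrown to mid-log, then seeded in galactose medium at OD600=0.02.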
# PTHR1 ag = agonists of human PTHR1 parathyroid hormone receptor; Q03431; HEK293 GP2 PTHR1 cells, GloSensor cAMP luminescence, 1 h; Potency, µM (highest dose often 115 µM), without a hit: at the top dose activation, hits mostly activators; actives 0.075% (n = 410,000); also: potency is read from the fitted curve at half-maximal effect; nearly all actives have a fitted effect of over 55% in size; some results filed as inactive show a strong effect at the top dose; inactives centre near -15; many of its hits are not listed in these tables
# Target sequence (Q03431 whole entry, looked up): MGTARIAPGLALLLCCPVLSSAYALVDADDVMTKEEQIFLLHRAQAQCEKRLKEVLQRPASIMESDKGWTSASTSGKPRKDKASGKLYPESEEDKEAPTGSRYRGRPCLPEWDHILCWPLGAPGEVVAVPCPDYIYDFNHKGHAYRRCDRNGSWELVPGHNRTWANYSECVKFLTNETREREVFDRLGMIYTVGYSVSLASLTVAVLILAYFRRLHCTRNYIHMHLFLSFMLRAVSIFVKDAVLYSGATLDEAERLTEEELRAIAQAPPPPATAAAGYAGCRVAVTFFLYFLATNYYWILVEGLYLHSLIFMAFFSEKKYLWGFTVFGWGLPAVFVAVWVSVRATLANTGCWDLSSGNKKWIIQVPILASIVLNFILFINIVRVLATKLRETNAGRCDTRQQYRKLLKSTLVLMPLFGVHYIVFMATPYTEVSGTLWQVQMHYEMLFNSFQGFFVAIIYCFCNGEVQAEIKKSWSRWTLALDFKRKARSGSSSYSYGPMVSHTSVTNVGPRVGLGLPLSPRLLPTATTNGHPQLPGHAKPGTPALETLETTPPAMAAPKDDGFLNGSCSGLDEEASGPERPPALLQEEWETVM
#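 HEK-293-derived GP2 cells expressing PTHR1 and a GloSensor cAMP reporter, 3,000/well, plated overnight, given luciferin plus IBMX (each 0.5 mM as added) for 1 h at 37 °C, then compound for 1 h at 37 °C. Luminescence was read after 15 min at room temperature.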
# FUS yeast rescue = rescues growth of FUS-expressing yeast | S. cerevisiae FUS-expressing, growth rescue, OD600, 24 h | actives 0.24% (n = 390,000) | Potency, µM (top dose mostly 76.6 µM), for the others: at the top dose growth rescue (activation), actives largely listed as activators;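 also: potency is read from the fitted curve at half-maximal effect; plate controls were DMSO vehicle for no effect and reference control for full effect; nearly all actives have a fitted effect of over 55% in size; some results filed as inactive show a strong effect at the top dose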
#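 Cultures pregrown in 2.5% raffinose medium are shifted to minimal medium containing 2% galactose to express toxic FUS. Compounds are tested at several concentrations. After 24hr at 30C, growth is quantified at 600 nm absorbance.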
# aSyn yeast inh = rescues yeast growth from alpha-synuclein toxicity | Yeast expressing alpha-synuclein, growth rescue, BacTiter-Glo, 24 h | Potency, µM (top dose mostly 46.1 µM), for the others: at the highest dose growth rescue (activation), usual class: activators | actives 0.14% (n = 370,000) | AID 652106; also: potency is read from the fitted curve at half-maximal effect; % of control where 0% means no effect; nearly all actives have a fitted effect of over 65% in size
#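 Readout is rescue of growth in alpha-synuclein-expressing yeast, so inhibitors of toxicity appear as activators. Growth after 24 hr at 30 deg C in galactose medium is quantified by luminescence.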
# * = called active by the depositor; i = inactive; ? = inconclusive; · = no result given; [ ] = dose if it differs, or a comment. Unless noted, calls follow the shape of the dose curve; as a rule, active = well fitted curve in the direction sought with a large enough effect; inconclusive = small, poorly fitted or top-dose-only effect, or another doubt; inactive = no such curve, though single readings can be large; an effect the other way counts as inactive or inconclusive. Some of the compounds tested. The share of hits here may be higher or lower than overall.
# Each structure is followed by: PTHR1 ag | Mm-Cpn inhibitor | HEK293 tox | FUS yeast rescue | Abeta rescue | aSyn yeast inh | Akt phos inh | GLP-1R inv ag | TDP43 rescue
Cc1[nH]c(C)c(S(=O)(=O)Nc2cccc(Cl)c2C)c1C(=O)N1CCCC1
→ -17% | 0% | 5% | 1% | -20% | -1% | i | -6% | -3%
COc1cc(C(=O)NC(=S)N(CCc2ccccc2)CCc2ccccc2)cc(OC)c1OC
→ i | -2% | -17% | · | 23% | -1% | i | ? | 29%
O=C1NC(=Nc2ccccc2)S/C1=C\c1cccnc1
→ i | 0% | 4% | 10% | -1% | -4% | i | 40%[activator] | 9%
CCOc1ccc(C(C)C)cc1S(=O)(=O)n1ccnc1C
→ i | -2% | 6% | 9% | 8% | 13% | i | 10% | -11%
COc1ccc([N+](=O)[O-])cc1NC(=O)CC1SC(=Nc2cccc(C)c2C)N(/N=C(\C)c2ccc(C)cc2)C1=O (stereo unspecified)
→ i | -6% | 8%[7.66 µM] | 26% | 26% | 0% | i | -7%[7.66 µM] | 24%
CN1CCN(c2nc(-c3cccs3)cs2)CC1
→ i | 1% | 10% | -1% | -3% | 0% | i | -20% | 23%
CCCn1c(=N)n(CC(O)COc2ccccc2OC)c2ccccc21 (stereo unspecified)
→ i | · | 2% | -16% | -9% | · | · | ? | 13%
Cc1cc(NC(=O)C(=O)c2cn(C)c3ccccc23)no1
→ -1% | 1% | 3% | -14% | 13% | -6% | i | 3% | 22%
COC(=O)c1ccc(NC(=S)N2CCC(C(N)=O)CC2)cc1
→ -23% | -1% | -9% | · | 3% | 4% | i | 6% | 12%
CN(C)C(CNC(=O)C1CC(=O)N(c2cccc(C(F)(F)F)c2)C1)c1ccccc1 (stereo unspecified)
→ -14% | · | -4% | -13% | -4% | 6% | i | ? | -10%
Cc1ccccc1-n1c(SCc2c(C)noc2C)nnc1-c1c[nH]c2ccccc12
→ -27%[57.5 µM] | 1% | 2% | -4% | 3% | 9% | i | -1% | 16%
COc1ccc(C2C(=O)N(C3CCCCC3)CC(=O)N2CCc2ccccc2)cc1OC (stereo unspecified)
→ -9%[57.5 µM] | 0% | 1% | 29% | 15% | 5% | i | 4% | -17%
COc1ccc(C2NC(=O)c3ccccc3N2)c(OC)c1OC (stereo unspecified)
→ i | · | 3% | -1% | -8% | 0% | i | -14% | 18%
Cc1noc(C)c1S(=O)(=O)N1CCC(C(=O)NC2CCN(Cc3ccccc3)CC2)CC1
→ i | 1% | 8% | 4% | -15% | -1% | i | -1% | -23%
O=C(NC(=S)Nc1ccc(NC(=O)c2ccccc2)cc1)c1ccc(F)cc1
→ i | 2% | -8% | -19% | 3% | -3% | i | 10% | -3%
Cc1ccc(NC(=O)NC(=O)CN2CCC(C(N)=O)CC2)c(C)c1
→ 21% | 1% | 0% | -16% | 10% | -2% | i | -14% | -10%
COc1ccc(S(=O)(=O)NCC(c2cccnc2)N2CCN(c3ccccc3)CC2)cc1C (stereo unspecified)
→ -20%[57.5 µM] | -1% | 11% | 43% | -1% | 5% | i | ? | 3%
CC12CC(NC(=O)N1Cc1ccccc1)c1ccccc1O2 (stereo unspecified)
→ i | -1% | -4% | 12% | 14% | 3% | i | -10% | 18%
COc1cc(/C=N\NC(=O)c2ccccc2F)ccc1Oc1ccc([N+](=O)[O-])cn1
→ -16% | 0% | ? | 16% | -7% | 8% | i | ? | -13%
CC1CN(C(=O)c2cc(-c3ccncc3)nc3ccccc23)CC(C)O1 (stereo unspecified)
→ i | 1% | 10% | 8% | -14% | 0%[1.84 µM] | i | 4% | -23%
CCCC1=Nc2cc(C(=O)NC(C)c3ccccc3)ccc2Sc2ccc(C)cc21 (stereo unspecified)
→ -16% | · | -19% | 38% | 8% | · | · | 4.5µM* | 3%
Cc1cc(C)cc(NC(=O)CSc2nnc(Cc3cccn3C)n2-c2ccc(F)cc2)c1
→ i | -2% | -15% | ? | 16% | 1% | i | ? | 13%
O=C(NC12CC3CC(CC(C3)C1)C2)N1CCN(c2ccccn2)CC1
→ 4% | 0% | -3% | -8% | 0% | 0% | i | -23% | -15%
O=C(NCc1ccc(F)cc1)C(=O)NCC1OCCN1C(=O)c1ccc(Cl)cc1 (stereo unspecified)
→ -14% | 0% | 2% | 11% | -6% | 2% | i | -8% | 10%
O=C(c1cccs1)N1C[C@@H](O)[C@H](n2cc(C3CC3)nn2)C[C@@H]1c1ccc(Cl)cc1
→ -11% | · | -2% | 6% | 6% | 4% | i | 16% | ?
O=C(O)CCN1C(=O)CC2(CCCCC2)C1=O
→ i | 0% | -10% | -24% | -14% | -11% | -117%* | 6% | -2%
COC(=O)[C@H]1C[C@@H]1[C@H](NC(=O)c1cccnc1)c1ccccc1
→ -19% | · | 0% | -7% | -4% | 4% | i | 18% | 0%
O=C(O)CCC(=O)N1N=C(c2ccc(Br)cc2)CC1c1cccs1 (stereo unspecified)
→ -20% | -7% | -1% | -2% | -4% | 14% | i | 2% | -6%
COc1ccc2[nH]cc(S(=O)(=O)c3ccc(F)cc3)c(=O)c2c1
→ -73%[inhibitor] | -1% | 18% | 17% | -8% | -1% | i | -20% | 2%
O=C(CSc1c2c(nc3ccc(Cl)cc13)CCCC2)N1CCN(c2cccc(Cl)c2)CC1
→ -32%[inhibitor] | · | -9% | ? | -25% | · | · | ? | 16µM*
N#Cc1c(Nc2ccccc2)sc(C(=O)C2CC2)c1N
→ i | 1% | 2% | -1% | 1% | -7% | i | 50% | 7%
Cc1ccc(C)c(N2CCN(C(=O)c3cc(S(=O)(=O)N4CCOCC4)cn3C)CC2)c1
→ i | 2% | -1% | 21% | -12% | 3% | i | -25% | 0%
Cn1nc(-c2ccc(C(=O)Nc3cccnc3)cc2)c2ccccc2c1=O
→ i | -18% | -6% | 21% | 9% | 0% | i | 36%[activator] | 12%
COc1cc2ccccc2cc1C(=O)N1CCN(C(C)=O)CC1
→ i | -6% | 1% | -11% | 3% | -2% | i | 5% | 11%
O=[N+]([O-])c1ccc(/C=N/NC(=S)Nc2ccc(Cl)cc2Cl)s1
→ -14% | 2% | ? | 0% | -88%[inhibitor] | -29% | i | ? | ?
O=C(COC(=O)CNC(=O)c1ccc(Cl)cc1)Nc1ccc2c(c1)OCCO2
→ -23% | 2% | -1% | · | 4% | 9% | i | 4% | -6%
Cc1ccc(C2(C(F)(F)F)NC(=O)N3C(=C2C#N)Nc2ccccc23)cc1 (stereo unspecified)
→ i | 1% | -7% | 21% | 2% | -2% | i | 0% | 0%
CN1CCN(CCNC(=O)Nc2ccccc2[N+](=O)[O-])CC1
→ i | 0% | -15% | -12% | 7% | -4% | i | -2% | -2%
Nc1nonc1C(=Nc1ccccc1)NO
→ -33%[inhibitor][57.5 µM] | -1% | 4% | 21% | -15% | -2% | · | 4% | -18%
Cc1ccc(NC(=O)CN(C)C(=O)c2cc(-c3ccccc3)nn2-c2ccccc2)cc1
→ -10% | -3% | -4% | ? | 18% | 19% | i | ? | 28%
Cc1cccc(-n2c(N)cc(=O)nc2SCC(=O)Nc2ccccc2)c1
→ i | 0% | -7% | ? | 0% | -2% | i | 11% | -10%
C/C(CCc1ccc2c(c1)OCO2)=N\N=C1\NC(=O)CC(C(=O)Nc2ccc(C(=O)O)cc2)S1 (stereo unspecified)
→ -9% | · | 3% | 4% | -1% | -1% | i | 8% | 3%
Nc1nc(-c2ccccc2)c(-c2ccccc2)s1
→ -5%[57.5 µM] | 2% | 1% | 7% | 27% | 0% | i | -9% | 18%
Cc1ccccc1OCc1nnc(SCC(=O)Nc2c(C)n(C)n(-c3ccccc3)c2=O)n1-c1ccccc1
→ i | -25% | 0% | 12% | 4% | 2% | i | ? | 11%
Cc1noc(C)c1COc1cccc(C(=O)N(C)Cc2nc3ccccc3c(=O)[nH]2)c1
→ i | -2% | -20% | 0% | -6% | 2% | i | 10% | 14%
Cc1cc(C)c(OCCN2C(=O)NC(C)(C)C2=O)c(Cl)c1
→ i | 3% | 3% | -2% | 14% | · | · | -2% | 4%
COc1ccc(CCN(C)C(=O)/C=C/c2c(Cl)nc3ccccn23)cc1OC
→ i | 0% | 20% | 3% | -5% | 1% | i | 129%[activator] | 22%
CCOc1ccc(S(=O)(=O)NCCC(=O)NCC(c2ccc(OC)cc2)N2CCCC2)cc1 (stereo unspecified)
→ -22% | 1% | ? | 7% | 3% | -5% | i | -3% | 9%
COc1ccc(OC)c(CN2CCN(C(=O)c3cccc(S(=O)(=O)N(C)c4ccccc4)c3)CC2)c1
→ -14% | · | 4% | 8% | 10% | -5% | i | ? | 2%
O=C(c1cc(COc2ccc(F)c(F)c2)on1)N1CCSCC1
→ i | 2% | 0% | · | 9% | 6% | i | -30% | 25%
CCOc1ccc(-n2c(=O)c3c(C)c(C)sc3n(Cc3ccccc3C)c2=O)cc1
→ i | · | 4% | -14% | 10% | · | · | 8% | 0%
CCc1ccccc1NC(=O)C1(S(=O)(=O)c2ccc(Cl)cc2)CC1
→ i | · | 12% | -13% | 16% | · | · | ? | 24%
